Tb PGK inh – inhibitors of T. brucei phosphoglycerate kinase; P07378; PGK/GAPDH coupled, Kinase-Glo luminescence, 60 min; Potency, µM (titrated, usually from 57.5 µM), for the others: at the highest dose activity change, negative = inhibition, hits mostly inhibitors; 0.043% of 380,000 active; further: potency means the concentration at half of the fitted maximal effect; on the % scale 0 is the no-effect control and ±100 the full control effect; nearly all actives have a fitted effect of over 60% in size
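Luminescent ATP detection (Kinase-Glo Plus) follows a 60-minute room-temperature incubation, with wells lacking PGK as controls. Buffer: 100 mM TEA (pH 7.6), 5 mM MgCl2, 0.01% Tween-20. Coupling enzyme GAPDH (100 nM final) supplies unstable 1,3-BPG in-well.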
APEX1 inh – blocks human APE1 abasic DNA cleavage; recombinant APE1, TAMRA/BHQ-2 abasic DNA cleavage fluorescence; 0.35% of 350,000 active; Potency, µM (titrated, usually from 65.8 µM), for inactives: at the highest dose activity change, negative = inhibition, actives largely listed as inhibitors; P27695;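 further: potency means the concentration at half of the fitted maximal effect; plate controls were vehicle for no effect and reference inhibitor for full effect; nearly all actives have a fitted effect of over 55% in size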
Target sequence (P27695 whole entry, looked up): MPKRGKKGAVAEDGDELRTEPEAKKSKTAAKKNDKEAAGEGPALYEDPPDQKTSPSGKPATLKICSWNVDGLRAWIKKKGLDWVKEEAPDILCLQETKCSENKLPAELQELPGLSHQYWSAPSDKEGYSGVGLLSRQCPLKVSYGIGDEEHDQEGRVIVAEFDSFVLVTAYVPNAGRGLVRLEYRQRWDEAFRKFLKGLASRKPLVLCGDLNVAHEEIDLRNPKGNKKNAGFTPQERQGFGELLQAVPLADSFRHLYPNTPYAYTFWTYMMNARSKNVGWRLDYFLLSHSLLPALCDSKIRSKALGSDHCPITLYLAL
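Incision of a quenched TAMRA/BHQ-2 THF abasic-site duplex (50 nM) by 0.75 nM APE1, after 15 min compound preincubation, measured as fluorescence increase over three 60 s reads. Values normalized to buffer, DMSO and NSC13755 control wells.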
Pol kappa inh – inhibitors of human DNA polymerase kappa. AID 588579. Q9UBT6. purified Pol kappa, fluorescent DNA synthesis assay, 10 min. Potency, µM (titrated, usually from 107 µM), without a hit: top-dose activity, negative = inhibition, usual class: inhibitors. 0.53% of 400,000 active; further: potency means the concentration at half of the fitted maximal effect; on the % scale 0 is the no-effect control and ±100 the full control effect
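Pol kappa 10 nM + cpd, 15 min RT; start w/ substrate 50 nM final; fluorescence kinetic read, 0 and 10 min. Neg ctrl: buffer, no enzyme.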
RXFP1 antagonist – RXFP1 (human) relaxin receptor antagonism. AID 1259400. activity change, negative = inhibition, % at 57.5 µM. 0.59% of 350,000 active. Q9HBX9. HEK293-RXFP1, relaxin-stimulated cAMP HTRF, 30 min; hits give low values;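 active means activity change of -60% or lower, but not beyond a set lower limit; inconclusive means change between -60% and -40%, or beyond the set limit; inactive means change above -40%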; further: on the % scale 0 is the no-effect control and ±100 the full control effect
Target sequence (Q9HBX9 whole entry, looked up): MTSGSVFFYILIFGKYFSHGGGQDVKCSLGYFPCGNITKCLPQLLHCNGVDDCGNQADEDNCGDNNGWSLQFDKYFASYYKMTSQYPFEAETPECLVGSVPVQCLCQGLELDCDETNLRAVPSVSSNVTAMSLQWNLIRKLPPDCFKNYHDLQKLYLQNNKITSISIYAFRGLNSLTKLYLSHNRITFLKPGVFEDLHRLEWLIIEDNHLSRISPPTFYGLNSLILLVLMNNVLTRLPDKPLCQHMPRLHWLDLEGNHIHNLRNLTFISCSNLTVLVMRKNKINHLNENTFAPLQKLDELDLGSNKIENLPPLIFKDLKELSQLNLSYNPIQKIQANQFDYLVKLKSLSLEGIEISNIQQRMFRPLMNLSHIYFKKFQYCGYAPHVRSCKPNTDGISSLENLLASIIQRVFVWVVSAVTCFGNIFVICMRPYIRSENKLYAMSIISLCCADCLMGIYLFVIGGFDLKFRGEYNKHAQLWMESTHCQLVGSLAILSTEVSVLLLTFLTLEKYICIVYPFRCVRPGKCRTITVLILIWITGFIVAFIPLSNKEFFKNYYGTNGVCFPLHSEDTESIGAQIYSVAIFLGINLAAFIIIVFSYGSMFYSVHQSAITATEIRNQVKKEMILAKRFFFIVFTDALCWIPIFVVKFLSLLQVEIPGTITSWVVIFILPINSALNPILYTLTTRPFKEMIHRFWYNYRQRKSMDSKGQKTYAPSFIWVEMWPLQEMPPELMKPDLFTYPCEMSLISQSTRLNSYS
Pol beta inh – inhibitors of human DNA polymerase beta; 1.3% of 340,000 active; Potency, µM (highest dose often 114 µM), inactives show at the top dose activity change, negative = inhibition, most hits filed as inhibitors; P06746; AID 485314; Pol beta primer extension/strand displacement, fluorescence kinetic; further: potency means the concentration at half of the fitted maximal effect; on the % scale 0 is the no-effect control and ±100 the full control effect
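Human Pol beta at 10 nM; strand-displacement substrate 50 nM final. Compound exposure 15 min at room temperature before start, reaction 10 min at room temperature.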
BLM helicase inh – Bloom syndrome helicase (human) inhibition | recombinant BLM DNA unwinding, fluorescence dequenching | Potency, µM (series often up to 56.1 µM), for the others: top-dose activity change, negative = inhibition, most hits filed as inhibitors | 0.2% of 350,000 active | AID 2528;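 further: potency means the concentration at half of the fitted maximal effect; plate controls were vehicle for no effect and no enzyme for full effect; nearly all actives have a fitted effect of over 35% in size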
Pol iota inh – DNA polymerase iota (human) inhibition. Q9UNA4. Pol iota fluorescent replication assay, 10 min. Potency, µM (highest dose often 115 µM), for inactives: at the top dose activity, negative = inhibition, hits mostly inhibitors. 1% of 390,000 active. AID 588590; further: potency means the concentration at half of the fitted maximal effect
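Pol iota at 10 nM preincubated 15 min with compounds at room temperature; reaction started with fluorescent substrate, 50 nM final. Fluorescence read kinetically at 0 and 10 min; buffer-only wells as negative control.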
Apoferritin bind – candidate novel general anesthetic via apoferritin binding; Potency, µM (series often up to 77.5 µM), for inactives: top-dose activity change, negative = displacement, hits mostly inhibitors; apoferritin/1-aminoanthracene competitive binding, fluorescence; AID 485281; P02791; 0.074% of 350,000 active; further: potency means the concentration at half of the fitted maximal effect; on the % scale 0 is the no-effect control and ±100 the full control effect; nearly all actives have a fitted effect of over 20% in size
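Horse-spleen apoferritin (10 uM) in 50% saturated 1-aminoanthracene in PBS was incubated 10 min at room temperature with compound. Fluorescence (ex 380, em 535 nm) was normalized to free and bound 1-AMA, with concentration-response fitted by a four-parameter Hill equation.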
Pol eta inh – DNA polymerase eta (human) inhibition. Q9Y253. recombinant Pol eta, fluorescent DNA replication assay. Potency, µM (series often up to 114 µM), inactives show at the top dose activity change, negative = inhibition, usual class: inhibitors. 1.2% of 390,000 active. AID 588591; further: potency means the concentration at half of the fitted maximal effect; on the % scale 0 is the no-effect control and ±100 the full control effect
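Pol eta (10 nM) was preincubated with compounds for 15 min at room temperature, after which fluorescent replication substrate (50 nM final) was added to start the reaction. Fluorescence was read kinetically at 0 and 10 min.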
* marks the source's active call; other numbers are inactive results; i = inactive; u = inconclusive; x = not tested or not shown; & = joins results of further samples; [ ] = dose if it differs, or a comment. Unless noted, the call rests on the fitted dose curve; in most records, active means well fitted curve in the direction sought with a large enough effect; inconclusive means small, poorly fitted or top-dose-only effect, or another doubt; inactive means no such curve, though single readings can be large; an effect the other way counts as inactive or inconclusive. Not all compounds are listed. The share of hits here may be higher or lower than overall.

Order of values: Pol kappa inh	BLM helicase inh	RXFP1 antagonist	Tb PGK inh	Pol iota inh	Apoferritin bind	Pol beta inh	Pol eta inh	APEX1 inh
NC(=O)C1CCN(C(=O)CCc2ccsc2)CC1
→ 9.1%	-2.7%	3.6	-1.4%	1.6%	-5.8%	0.5%	-8.8%	-7.5%
CCOC(=O)C(CC)N1CCN(Cc2ccc(F)cc2)C(=O)C1=O (stereo not given)
→ -3.4%[60.1 µM]	-1.6%	x	-8.9%	29.5%	1.1%	-14.8%	-20.8%	x
O=C(O)CSc1nc2ccccc2nc1N1CCCCC1
→ -7.0%	0.4%	x	-5.1%	8.3%	-3.9%	-23.7%	-2.9%	x
CC1(C)C(=O)N(c2ccccc2)C(=O)c2ccccc21
→ -10.9%	x	-9.8	-1.2%	-8.6%	x	x	-1.1%	x
N#C/C(C(=O)Oc1ccccc1)=C1\C=CC=CN1
→ -2.6%	-3.4%	9.9	-4.1%	-1.6%	-2.6%	1.1%	-6.4%	2.2%
COc1ccc(/C=C/CN2CCCC(C(=O)c3cc(F)ccc3F)C2)cc1 (stereo not given)
→ -11.5%	-2.9%	-8.2	i	78.4%[activator]	-9.3%	-12.4%	-18.7%	-1.9%
O=C1CCN(S(=O)(=O)c2ccc(Cl)cc2)CC1
→ -1.7%	0.8%	6.4	-1.5%	11.4%	-3.1%	44.7%	-10.9%	29.1%
COc1ccc(NC2=CC(=O)CC(C)(C)C2)cc1
→ -5.3%	-6.5%	-0.1	x	-16.3%	-1.7%	10.1%	-11.4%	32.2%
Cc1c(Br)c(C(=O)NCc2cc3cc(Cl)ccc3[nH]2)nn1C
→ -16.1%	-3.7%	9.3	-10.3%	u	-6.4%	-9.5%	-19.6%	4.0%
Cc1onc(C(=O)N2CCN(Cc3ccccc3)CC2)c1[N+](=O)[O-]
→ -11.9%	-0.1%	-11.7	9.2%	8.9%	-11.7%	-11.7%	-18.0%	2.9%
COc1ccc(CN2CCN(C(C)C(=O)N3CCc4ccccc43)CC2)cc1OC (stereo not given)
→ -10.5%	-0.8%	-7.9	-3.9%	20.2%	-6.2%	-12.5%	1.1%	2.4%
Cc1nc(NC(=O)c2c(-c3ccccc3)c(-c3ccccc3)nn(C)c2=O)sc1C
→ -12.4%	-3.0%	-21.4	-2.6%	15.4%	u	-3.0%	-17.1%	x
O=C(CCCSc1nc2ccccc2[nH]1)NC(c1ccccc1)c1ccccc1
→ -8.1%	3.1%	-8.4	1.7%	4.4%	-12.4%	57.6%	-6.3%	-11.0%
NC(=O)c1nc(Nc2ccccc2)sc1NC(=O)c1ccccc1Br
→ -3.8%[60.1 µM]	-2.4%	u	-5.8%	-12.8%	55.5%[activator]	-4.1%	-2.4%	x
c1ccc2c(c1)nc1n2CCS1
→ 89.1µM*	-3.4%	1.8	-3.7%	-4.4%	-2.8%	-6.4%	-16.1%	2.2%
O=C(O)C1=C(C(=O)Nc2ccc(F)c(Cl)c2)CCCC1
→ -7.2%	6.9%	33.1	i	-7.5%	-10.8%	-0.1%	-11.2%	-3.9%
CC1CC(N(C(=O)c2ccccc2Cl)c2ccccc2)c2ccccc2N1 (stereo not given)
→ -9.3%	-9.0%	6.8	2.2%	8.0%	-19.2%	24.2%	u	-5.1%
c1csc(-c2cnc3n2CCCC3)c1
→ -19.8%	0.6%	2.2	-1.0%	3.0%	1.3%	7.4%	-11.5%	2.0%
CCCc1cc(=O)[nH]c(SCC(=O)Nc2cc(S(=O)(=O)N3CCOCC3)ccc2Cl)n1
→ 0.6%	x	-15.8	-2.5%	15.3%	x	x	2.3%	0.0%
CC(C)C1(C(C)C)OC(=O)c2ccccc21
→ -1.1%	-0.9%	13.5	-0.8%	81.3%[activator]	-4.1%	12.4%	-11.8%	0.3%
CC(C)c1ccc(CCNC(=O)CCNS(=O)(=O)c2ccc(Br)cc2)cc1
→ 4.3%	x	-9.7	-9.7%	5.9%	x	x	-3.2%	32.5%
CC[C@@H]1CCCCc2ccccc2[C@@H](C(=O)C[C@@H](O)CC(C)=O)OC1=O
→ 3.9%	x	x	1.8%	17.8%	x	x	-5.5%	3.3%
Cc1cccc(NS(=O)(=O)Cc2ccccc2)c1C
→ -7.1%	-7.5%	-0.6	-3.9%	21.3%	u	-0.2%	-8.3%	15.0%
COCCNC(=O)CC(NS(=O)(=O)c1ccc(C)cc1)c1ccco1 (stereo not given)
→ -14.5%	1.9%	2.2	-4.2%	18.4%	-0.6%	10.7%	-12.6%	-2.9%
Cc1cc2ccccc2n1CCNC(=O)c1ccc(F)cc1
→ -5.6%	-2.8%	x	-0.2%	-3.9%	-13.3%	0.2%	-11.5%	x
C=C(C)Cn1c(=O)c2c(nc3n2CCCN3CCc2ccccc2)n(C)c1=O
→ -16.5%	-0.8%	-16.4	8.4%	4.5%	-5.9%	-3.9%	2.2%	8.7%
CCC(C)(C)NC(=O)C(c1cccnc1)N(CCOC)C(=O)Cn1nnc2ccccc21 (stereo not given)
→ -10.6%	0.4%	x	14.7%	-2.1%	-9.0%	26.7%	-16.7%	-0.1%
CCN1C(=O)N[C@@H](CCc2ccccc2)C(C(=O)OC)=C1C
→ 3.9%	0.7%[12.4 µM]	x	1.5%	8.8%	x	x	-17.5%	13.5%[12.4 µM]
O=S(=O)(NCc1nc2cccnc2n1Cc1ccc(F)cc1)c1ccc2c(c1)CCCC2
→ -9.5%[60.1 µM]	-2.4%	-6.6	i	-0.2%	-3.3%	0.9%	10.4%	x
O=C1c2c(O)cc(O)cc2O[C@H](c2ccc(O)c(O)c2)[C@@H]1O
→ x	-8.4%	x	x	x	-21.4%	3.55µM*	x	u
COc1ccc(C2=CC(c3ccc(Cl)cc3)n3cnnc3N2)cc1OC (stereo not given)
→ -6.0%	-4.8%	22.9	3.0%	40.6%[activator]	x	48.0%	-12.6%	-11.1%
O=S(=O)(c1ccc2c(c1)OCCO2)N1CCC(n2cnc3cc(F)ccc32)CC1
→ -18.3%	-0.1%	-6.2	-7.8%	10.4%	-4.1%	9.0%	8.4%	-6.6%
CC12CCC(=O)N1C(C(=O)Nc1nc3ccc(S(C)(=O)=O)cc3s1)CS2 (stereo not given)
→ -3.4%	-3.1%	-2.8	-7.8%	32.3%[activator]	-6.3%	20.4%	-15.0%	6.3%
O=C(NC1CC1)c1cc2cc3ccccc3nc2s1
→ -11.9%	0.1%	-0.3	i	48.8%[activator]	-6.1%	0.9%	1.8%	-3.5%
O=C1CCN(Cc2ccccc2)S(=O)(=O)c2ccccc21
→ -4.8%&8.7%	0.3%&-5.8%	x	-6.4%	-5.2%&0.1%	-15.3%&0.7%	-2.1%	3.7%	-3.0%&-4.8%
O=C(CNC(=O)Cc1ccccc1)N=Nc1c(O)n(Cc2ccc3c(c2)OCO3)c2ccccc12
→ -8.4%[60.1 µM]	-13.8%	-1.9	-3.1%	-22.9%	-22.6%	-7.6%[57.1 µM]	u	-7.7%
O=S(=O)(NC1CCCc2ccccc21)c1cnc[nH]1 (stereo not given)
→ -3.0%	6.5%	14.5	-3.2%	29.1%	-17.2%	3.1%	-3.1%	4.7%
Cc1cc(=O)oc2ccc(OC(=O)c3cccc(S(=O)(=O)N4CCOCC4)c3)cc12
→ 8.1%	1.5%	-4.8	-2.2%	-15.5%	1.9%	-7.1%	-8.8%	-0.1%
CC(=O)Nc1ccc(NC(=O)CSc2nnc(C)c(=O)[nH]2)cc1
→ -12.6%	-8.1%	-24.2	-1.4%	9.1%	1.7%	u	u	-6.9%
Cc1cc(C(=O)CN2C(=O)C(=O)N(Cc3ccccc3)C2=O)c(C)n1Cc1ccccc1
→ -0.1%	x	4.3	-5.5%	18.4%	x	x	-11.9%	-9.3%
COc1ccc(OC)c(NS(=O)(=O)c2ccc(NC(=O)C3COc4ccccc4O3)cc2)c1 (stereo not given)
→ -12.0%	-9.7%	5.3	2.0%[11.5 µM]	-9.0%	-8.6%	19.7%	-17.3%	u
O=C(CSc1nc(Cc2ccccc2)nc2ccccc12)c1ccc2c(c1)OCCO2
→ -6.9%	-7.0%	5.6	i	-1.0%	-2.8%	8.2%	-6.4%	6.9%
Clc1ccc(CSc2ncnc3nc[nH]c23)cc1
→ 3.6%	-1.9%	7.3	-3.7%	1.2%	u	18.4%	-13.9%	-2.5%
Cc1ccc(S(=O)(=O)N2CCCCC2)cc1NC(=O)COC(=O)CNC(=O)c1cc(Cl)cc([N+](=O)[O-])c1
→ -2.5%	-1.0%	4.6	3.9%	18.3%	u	-26.6%	-14.6%	-2.5%
Cc1ccc(NC(=O)C2CCCN2c2nn3c(=O)cc(C)nc3s2)cc1 (stereo not given)
→ 7.4%	2.0%	-3.3	-7.8%	6.8%	-14.7%	18.4%	-2.4%	3.1%
Cc1ccc(NC(=O)c2ccc(COc3ccccc3Cl)o2)cc1
→ -11.7%[60.1 µM]	-0.1%	-17.5	6.2%	-12.2%	259.9%[activator]	8.8%	-8.4%	x
C=CCN1C(=O)/C(=C/c2ccc(-c3ccc(F)cc3)o2)SC1=S
→ -0.1%	-3.2%	x	-1.1%	12.6%	u	10µM*	-11.3%	25.1%
CCn1ncc([N+](=O)[O-])c1C(=O)N1CCc2ccccc2C1
→ -2.9%	-5.7%	-7.3	-7.4%	87.1%[activator]	-4.6%	7.3%	-18.8%	15.9%

Compound activity as filed in PubChem BioAssay.
